TROY signal inh: inhibitors of TROY-driven NF-kB signaling, primary screen, Q293 LMP1-TROYcd cells, NF-kB luciferase, uHTS | AID 1347056, 2019 | Q293 LMP1-TROYcd NF-kB luciferase reporter, 4 h | inhibition, % at 10 µM | 360,000 tested, 0.98% active;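 active = compounds whose plate-normalised and pattern-corrected inhibition of the luciferase reporter signal at the single screening dose is 50% or more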
NCOA2 inhibitor: inhibition of GAL4-SRC2 driven luciferase reporter, primary screen, SRC2 inhibitor project, cell-based, luminescence | HEK293 GAL4-SRC2 luciferase reporter | inhibition, % at 9 µM | AID 651957, 2012 | 370,000 tested, 0.17% active;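 active = inhibition above the mean inhibition of all tested compounds plus 3 SD, set per campaign, cut at about 52% in these data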;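 note: 0% = DMSO treated cells and 100% = cells given Gossypol at 36 µM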
TLR9-MyD88 block: inhibitors of TLR9-MyD88 association in cells, primary screen, cell-based, CHO, BLA complementation, fluorescence | 340,000 tested, 0.21% active | AID 504734, 2011 | Toll-like receptor 9 (Homo sapiens) + Myeloid differentiation primary response protein … | inhibition, % at 4.98 µM | CCF4 FRET ratio;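 active = inhibition above the mean over all tested compounds plus 3 SD, cut at about 21% in these data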;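 note: 0% = DMSO only wells and 100% = clavulanate BLA inhibitor control wells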
NCOA3 inh: SRC3 coactivator transcriptional activity inhibitors, primary screen, cell-based, luminescence; inhibition, % at 3.6 µM; 360,000 tested, 0.17% active; Nuclear receptor coactivator 3 (Homo sapiens), Q9Y6Q9; HEK293 GAL4-SRC3 luciferase reporter;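 active = inhibition above a per-campaign cutoff, the mean of all compounds plus 3 SD, cut at about 60% in these data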;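 note: 0% = DMSO-treated cells and 100% = gossypol-treated cells at 36 µM; higher means less SRC3-driven luciferase light from the GAL4 reporter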
NR5A2 inv ag: LRH-1 (NR5A2) inverse agonists, primary screen, cell-based, luminescence, HEK293T, StAR-luciferase reporter. Nuclear receptor subfamily 5 group A member 2 (Homo sapiens), O00482. LRH-1 transfected, 24 h. inhibition, % at 3.6 µM. 360,000 tested, 0.13% active. AID 602396, 2012;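 active = inhibition above the mean inhibition of all tested compounds plus 3 SD, cut at about 73% in these data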;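 note: 0% = DMSO wells and 100% = reporter-only cells lacking LRH-1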
SRC1 inh: SRC1 coactivator transcriptional activity inhibitors, primary screen, cell-based, luminescence; Nuclear receptor coactivator 1 (Homo sapiens), Q15788; inhibition, % at 3.6 µM; AID 588354, 2011; 360,000 tested, 0.12% active; HEK293 GAL4-SRC1 luciferase reporter;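 active = inhibition above the campaign mean plus 3 SD, with each screening campaign given its own cutoff, cut at about 60% in these data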;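 note: 0% = DMSO treated cells and 100% = gossypol at 36 µM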
Target sequence (Q15788 whole entry, looked up, the tested form may be a part): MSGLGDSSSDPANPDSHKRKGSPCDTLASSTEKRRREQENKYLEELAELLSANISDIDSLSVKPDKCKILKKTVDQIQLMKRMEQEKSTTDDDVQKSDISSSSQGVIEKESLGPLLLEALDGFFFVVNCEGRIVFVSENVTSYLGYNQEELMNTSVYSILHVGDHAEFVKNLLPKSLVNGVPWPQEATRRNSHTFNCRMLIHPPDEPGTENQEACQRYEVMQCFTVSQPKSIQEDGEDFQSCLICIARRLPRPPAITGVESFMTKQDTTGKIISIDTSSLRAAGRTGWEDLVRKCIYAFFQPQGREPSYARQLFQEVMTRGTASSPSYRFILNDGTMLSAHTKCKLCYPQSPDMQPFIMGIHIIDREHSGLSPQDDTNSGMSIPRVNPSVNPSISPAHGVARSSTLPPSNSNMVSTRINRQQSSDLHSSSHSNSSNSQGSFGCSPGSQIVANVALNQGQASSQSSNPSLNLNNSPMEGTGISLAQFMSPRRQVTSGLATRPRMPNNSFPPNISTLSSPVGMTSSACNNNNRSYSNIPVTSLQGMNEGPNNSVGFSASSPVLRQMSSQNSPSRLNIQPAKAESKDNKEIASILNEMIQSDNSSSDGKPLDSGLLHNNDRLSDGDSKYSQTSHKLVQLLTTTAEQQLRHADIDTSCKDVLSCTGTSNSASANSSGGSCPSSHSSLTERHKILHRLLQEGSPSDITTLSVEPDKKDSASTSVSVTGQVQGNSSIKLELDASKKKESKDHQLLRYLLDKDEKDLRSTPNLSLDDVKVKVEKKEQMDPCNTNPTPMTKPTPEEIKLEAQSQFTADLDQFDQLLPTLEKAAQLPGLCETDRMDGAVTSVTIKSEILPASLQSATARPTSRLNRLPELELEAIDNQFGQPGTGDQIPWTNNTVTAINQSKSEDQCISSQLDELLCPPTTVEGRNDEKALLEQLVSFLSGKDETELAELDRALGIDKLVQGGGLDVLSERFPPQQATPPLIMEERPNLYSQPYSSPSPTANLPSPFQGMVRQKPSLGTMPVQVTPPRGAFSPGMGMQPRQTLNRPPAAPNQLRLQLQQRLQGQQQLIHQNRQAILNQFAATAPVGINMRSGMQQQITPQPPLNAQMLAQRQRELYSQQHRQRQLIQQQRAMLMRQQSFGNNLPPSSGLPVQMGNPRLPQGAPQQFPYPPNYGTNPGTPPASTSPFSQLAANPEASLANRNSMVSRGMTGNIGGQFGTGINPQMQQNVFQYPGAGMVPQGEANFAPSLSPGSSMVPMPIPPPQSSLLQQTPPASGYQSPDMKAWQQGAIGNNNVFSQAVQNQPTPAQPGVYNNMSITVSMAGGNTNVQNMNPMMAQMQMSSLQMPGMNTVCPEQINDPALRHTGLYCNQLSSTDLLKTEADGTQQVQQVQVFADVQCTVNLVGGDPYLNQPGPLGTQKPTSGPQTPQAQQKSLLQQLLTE
Granule exo inh: LAMP-1 surface exposure blockers, TALL-104 cells – cell-based, flow cytometry, MLPCN library, primary screen; 360,000 tested, 0.66% active; TALL-104 LAMP-1 surface exposure; cells stimulated with thapsigargin and PMA; AID 651702, 2012; inhibition, % at 10 µM;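 active = inhibition above about 55%, limit read from the data; inconclusive = no clear call, values can overlap the other calls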
ABHD5 PLIN5 PPI: ABHD5-PLIN5 interaction inhibitors, primary screen, cell lysate, split luciferase complementation, luminescence; Perilipin-5 (Homo sapiens) + 1-acylglycerol-3-phosphate O-acyltransferase ABHD5 (Homo …; Split G. princeps luciferase complementation, 4 h; inhibition, % at 4 µM; 360,000 tested, 0.78% active;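 active = inhibition above the mean inhibition across every tested compound plus 3 SD, cut at about 22% in these data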;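 note: 0% = DMSO only wells and the 100% control is not disclosed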
TWEAK-Fn14 inh: inhibitors of TWEAK-Fn14 signaling, primary screen, luciferase reporter cells, uHTS; TWEAK-stimulated Fn14 reporter cells, luciferase luminescence, 8 h; inhibition, % at 10 µM; 360,000 tested, 2% active; in the data active = inhibition above about 50%
NOD2-RIPK2 inh: NOD2-RIPK2 binding disruptors in cells, primary screen, fluorescence, CHO cells, BLA complementation; Receptor-interacting serine/threonine-protein kinase 2 (Homo sapiens), O43353; CCF4 ratio; inhibition, % at 4.98 µM; 360,000 tested, 0.38% active; AID 624267, 2012; in the data active = inhibition above about 21%;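 note: 0% = vehicle only and 100% = reference blocker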
NR2F2 inh: NR2F2 transcriptional activity inhibitors, primary screen, cell-based, luciferase reporter, HEK293T, luminescence; inhibition, % at 8.6 µM; AID 686940, 2013; COUP transcription factor 2 (Homo sapiens), P24468; HEK293T NGFI-A luciferase reporter; 370,000 tested, 0.7% active;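 active = inhibition above a per-plate cutoff, mean inhibition of test wells between control levels plus 3 SD, cut at about 38% in these data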;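 note: cells cotransfected with COUP-TFII expression vector driving the NGFI-A reporter; 0% = median of COUP-TF2 test wells and 100% = reporter-only cells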
Starred values were filed as active, the others as inactive; ? = inconclusive; nt = no result given.

structure	TROY signal inh	NCOA2 inhibitor	TLR9-MyD88 block	NCOA3 inh	NR5A2 inv ag	SRC1 inh	Granule exo inh	ABHD5 PLIN5 PPI	TWEAK-Fn14 inh	NOD2-RIPK2 inh	NR2F2 inh
CN1CCN(NC(=O)c2ccc(S(=O)(=O)N3CC4(C)CC3CC(C)(C)C4)cc2)CC1 (stereo not given)	-6	16	-1	3	1	-4	0	4	-11	8	-3
COc1ccc(S(N)(=O)=O)cc1C(=O)OCC1CCCCC1	-5	-8	-3	14	-10	17	-14	-6	7	-11	8
COc1cc(NC(=O)c2cc3cccc(OC)c3o2)cc(C(=O)Nc2cccc(C(F)(F)F)c2)c1	16	6	-6	22	-17	25	2	-1	57*	-9	15
O=C(COC(=O)c1cccc(F)c1)Nc1cccc(S(=O)(=O)N2CCCCC2)c1	12	34	-6	-9	-18	7	-9	-5	10	-2	-6
CC(=O)Nc1c2c(nn1-c1cccc(C)c1)CSC2	-5	-36	0	13	-13	-13	-2	-9	-6	-10	-6
COc1cc(CNCc2ccco2)ccc1OCc1ccccc1	-8	5	-8	-20	-18	-50	-3	-1	19	-3	-23
CCOC(=O)Cn1c(=O)c2c(nc3n2CCCN3Cc2ccccc2)n(C)c1=O	9	23	2	1	-15	-38	-4	4	28	5	20
Cc1ccccc1Cn1c(C)c(C(=O)NCc2cccc(Cl)c2)sc1=O	5	11	nt	14	0	-2	2	-1	-5	-19	13
Cn1cnnc1SCCC(=O)Nc1ccc(Cl)cc1	-13	-12	-2	6	1	-17	0	-3	2	-12	6
O=S(=O)(Cc1cc(Cl)nc(-c2ccccc2)n1)c1ccccc1	-9	8	-3	-20	5	2	-4	0	-25	-5	-1
CC1CCN(CCCn2c(SCC(=O)NC3CCCC3)nc3ccccc3c2=O)CC1	-7	-5	-4	-4	-36	-12	2	3	-4	1	1
CN1C[C@@H]2C[C@@H](c3ccc(C#CC(C)(C)O)s3)N3CCC[C@@]23C1=O	4	5	0	7	2	-7	-1	1	3	3	7
O=C(c1ccc([N+](=O)[O-])cc1)N1C=CC(C(F)(F)F)=NCC1	-11	-3	-1	11	1	-2	0	-2	8	-16	7
CCC1=C(c2ccc(OC)cc2)CCC(C(=O)O)C1C (stereo not given)	9	11	-8	-6	-1	3	-4	5	-13	-16	15
CCCCn1c(N)c(N(CC)C(=O)c2ccc(C#N)cc2)c(=O)[nH]c1=O	3	12	-3	-13	-3	-5	-5	-4	21	-2	-3
NNC(=O)C1C(O)CCC2CN3CCc4c([nH]c5ccccc45)C3CC21 (stereo not given)	1	-47	-8	3	0	-13	-2	2	10	-24	-14
CC[C@@]1(c2ccccc2)C(=O)N(C(=O)OC)N1C(=O)OC	-2	-28	-4	18	1	-18	-6	-3	-8	-4	2
C#CCOCCOCCOCCNc1nc(N2CCN(C(=O)[C@H](C)n3cc(CCC(=O)O)nn3)CC2)nc(N2CCN(C(=O)[C@H](Cc3ccc(O)cc3)n3cc(CCO)nn3)CC2)n1	4	2	5	-16	-3	-5	2	7	18	2	0
Cc1cccc(C)c1NC(=O)CNC(=O)C(NC(=O)c1ccc(C(C)(C)C)cc1)C(C)C (stereo not given)	-4	-9	6	1	-27	-37	1	-3	-24	-2	14
CCc1nc2ccc(C(=O)N3CCN(C(C)=O)CC3)cn2c1N(CCC(C)C)CCN(C)C	-1	-17	nt	1	-9	-36	2	11	6	-3	-4
O=C(NCC1CCCCC1)c1ccc2sc([C@H]3C[C@H](O)[C@@H](CO)O3)nc2c1	1	-13	nt	6	17	0	1	-1	-6	-10	2
Cc1ccc(-c2csc(C(O)c3ccc(F)cc3)n2)cc1C (stereo not given)	-46	-24	nt	-72	-52	-16	-3	-13	-27	9	-18
Cc1ccc(OCC(=O)Nc2ccc(S(=O)(=O)N3CCOCC3)cc2)c(Br)c1	8	-6	-1	22	0	6	2	11	-2	-5	10
NS(=O)(=O)c1cc(C(=O)NNC(=O)c2ccc3c(c2)OCO3)ccc1Cl	9	-13	5	0	-23	-7	-4	-5	-8	2	-4
CCOc1ccccc1N(C)C(=O)Cn1ncc2c([nH]c3ccc(C)cc32)c1=O	-8	-9	7	-1	-3	-1	5	9	10	-11	-14
C=CC[C@@H](CC(=O)N[C@H](CO)Cc1ccccc1)C(=O)N[C@H](COC(=O)[C@@H](CC=C)CC(=O)OC(C)(C)C)Cc1c[nH]c2ccccc12	12	-8	-5	17	22	16	15	11	-4	-7	-7
O=C1C(Sc2ccccc2)=C[C@@]2(O)CC[C@@H](O)[C@]1(Sc1ccccc1)[C@H]2O	-12	-32	nt	nt	-16	nt	32	26*	19	-1	-11
COc1ccc(C(=O)COC(=O)c2ccc(N(C)C)cc2)cc1	-82	16	0	-13	8	-3	-1	7	-10	6	0
C/C(=C\c1ccccc1)CN1CCC(C(=O)N2CCCC(C)C2)CC1 (stereo not given)	18	4	-1	25	22	-16	0	-4	17	7	18
N=c1c(C(=O)NCc2ccccc2)cc2c(=O)n3ccccc3nc2n1Cc1ccco1	-4	3	-10	-28	0	-6	3	26*	42	8	-11
CCN1CCc2c(OCC(=O)Nc3ccc(C)cc3)cccc2C1=O	33	8	-2	-2	-2	3	-21	-4	-6	0	4
O=C(O)C1[C@H]2C(=O)N(C3CCCC3)C[C@]23C=C[C@H]1O3 (stereo not given in full)	-13	-3	-5	13	12	0	-6	-5	-7	9	-8
CCCc1cc(=O)n2[nH]c(NCc3ccc(OC)c(OC)c3)nc2n1	-6	-5	1	8	0	0	-2	1	27	-3	21
CN1CCN(S(=O)(=O)c2cccc(C(=O)Nc3nc(-c4ccccc4)cs3)c2)CC1	23	5	-13	9	-12	6	3	13	26	4	-2
O=C1N(c2ccccc2)C(c2ccccc2)C12CCCCC2 (stereo not given)	-37	17	-6	-2	12	-19	0	-11	2	-9	4
O=C(N/N=C/c1ccc2c(c1)OCO2)c1ccc(NC(=O)c2ccccc2Cl)cc1	-7	-3	3	21	22	-10	?	5	31	-9	6
ONC(=Nc1ccccc1)C(=Nc1ccccc1)NO	-21	-5	-1	-3	6	-6	4	2	-17	-7	-3
COc1ccc(C2SCC(=O)N2c2c(C)n(C)n(-c3ccccc3)c2=O)c(OC)c1 (stereo not given)	2	-15	-1	6	15	-1	-2	3	-7	-5	12
N/C(Cc1cccs1)=N\OC(=O)COc1ccc(Cl)cc1Cl	-38	-78	-3	-57	-127	-72	-4	-10	-39	-1	-30
CCN1C(=O)[C@H]2[C@@H](c3ccc(-c4ccccc4)cc3)N[C@@](CC(C)C)(C(=O)OC)[C@H]2C1=O	3	-2	10	11	-12	3	-4	0	-7	18	-3
Cc1cccc(NC(=O)C2CCN(S(=O)(=O)c3c(C)c(C)cc(C)c3C)CC2)n1	42	12	3	-9	18	-35	7	2	14	-7	15
O=C(Nc1ccccc1N1CCOCC1)c1cccs1	-4	10	10	11	-6	14	-1	3	-2	-3	7
O=C(Cn1cc2c(n1)CCCC2)NCCCN1CCCC1	3	1	2	3	-10	-7	0	-12	-1	5	18
Cc1ccc(-c2nn(-c3ccccc3)cc2CC(=S)N2CCOCC2)cc1	20	7	-12	7	-1	9	-5	0	-13	0	17
Cc1cc(C)c(S(=O)(=O)N2CCCCC2)c(C)c1N(C)S(=O)(=O)c1ccccc1	2	11	12	16	0	10	0	-3	-4	0	29
COc1ccccc1NC(=O)CSc1nnc(-c2ccco2)n1Cc1ccco1	-5	-7	0	-14	8	2	-1	3	-8	0	15
CC(=O)c1c(O)ccc2c(-c3ccccc3)cc(=O)oc12	-17	-10	13	8	8	-32	1	5	10	6	-8
O=C1Nc2ccccc2N=C(c2ccc3c(c2)OCO3)C1N(CCc1ccccc1)C(=O)CSc1ncccn1 (stereo not given)	3	-50	nt	-36	-26	-43	1	-6	-7	3	-9
Cc1ccc(C(=O)COC(=O)CNC(=O)Cc2ccccc2)cc1	-25	6	-1	5	6	-4	3	-2	-7	-7	2
CS(=O)(=O)N1CCN(C(=O)CSc2ccccc2)CC1	-6	-19	-15	4	-22	-12	-2	3	10	-4	5

Next compounds:
structure	TROY signal inh	NCOA2 inhibitor	TLR9-MyD88 block	NCOA3 inh	NR5A2 inv ag	SRC1 inh	Granule exo inh	ABHD5 PLIN5 PPI	TWEAK-Fn14 inh	NOD2-RIPK2 inh	NR2F2 inh
COC(=O)c1cc(S(=O)(=O)NCC2CCN(Cc3ccc(C)cc3)CC2)cn1C	-8	3	-1	1	8	3	-2	2	-2	-1	7
COC(=O)c1cc(OC)c(OC)cc1NC(=O)c1ccc(Br)o1	47	1	-5	-6	-29	10	-3	-5	-2	-1	6
Cc1ccc(-c2cc(C(=O)NCCCn3ccnc3)c3ccccc3n2)s1	-23	-44	-15	0	-14	-2	4	4	-33	-6	-6
COc1ccc(NC(=O)c2ccccc2SC)cc1	-39	-39	0	1	-51	-17	-3	3	-1	-5	-16
O=C(NC(=S)Nc1ccc(CN2CCOCC2)cc1)c1cccc(F)c1	-2	16	0	-1	-27	-41	-2	5	-27	-6	8
Cc1ccc(Cl)cc1NC(=O)C1CCCN(c2cnccn2)C1 (stereo not given)	-8	27	2	31	0	11	4	2	0	2	13
C=CCOc1cccc(C2C(C(=O)c3ccco3)=C(O)C(=O)N2Cc2cccnc2)c1 (stereo not given)	-17	13	-7	3	-21	-3	-6	-7	12	-11	-13
CC1=C(C(=O)OCC2CCCO2)C(c2ccc(C)o2)C2=C(CC(c3ccc(F)cc3)CC2=O)N1 (stereo not given)	-4	nt	-3	2	8	-5	0	3	3	3	nt
CCC[N+](CC#Cc1ccccc1)(CCC)CC(=O)c1ccc(Cl)cc1	-1	-4	-6	23	18	11	-3	-1	-15	-3	12
Cc1nc(SCC(=O)N2CCCC2=O)nc(C)c1C	-2	1	4	-4	12	-2	7	-10	-24	-6	1
O=[N+]([O-])c1ccc(SNc2ccccc2)c([N+](=O)[O-])c1	15	-18	-2	0	8	9	-3	-7	-18	1	8
CCc1cc2cccc(C)c2nc1SCC(=O)NNC(=O)c1ccco1	-5	-8	8	10	-5	-3	0	-6	-9	10	10
CCC(C)NC(=O)c1ccc(NC(=O)CC2SC(N3CCCC3)=NC2=O)cc1 (stereo not given)	-2	5	-13	11	23	-9	-2	-2	13	-4	23
COC(=O)Nc1ccc2c(c1)Nc1ccccc1CC2	-5	-18	-13	-12	-18	-22	6	-2	3	-4	-6

Screening data: PubChem BioAssay, several laboratories

Not all compounds are listed. The share of hits here may be higher or lower than overall.
